KDM4C inh – inhibitors of GASC-1 (KDM4C) histone demethylase, primary screen, biochemical, single concentration HTS | Lysine-specific demethylase 4C (Homo sapiens), Q9H3R0 | GST-KDM4C 2-372, H3K9me3 peptide, LANCE TR-FRET | inhibition, % at 12.5 µM | 96,000 tested, 0.15% active;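 active means mean replicate inhibition above about 25%, with at least 55% of replicates also reaching it, limit read from the data, passing the limit was not always enough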
Target sequence (Q9H3R0 2-372 limits assumed): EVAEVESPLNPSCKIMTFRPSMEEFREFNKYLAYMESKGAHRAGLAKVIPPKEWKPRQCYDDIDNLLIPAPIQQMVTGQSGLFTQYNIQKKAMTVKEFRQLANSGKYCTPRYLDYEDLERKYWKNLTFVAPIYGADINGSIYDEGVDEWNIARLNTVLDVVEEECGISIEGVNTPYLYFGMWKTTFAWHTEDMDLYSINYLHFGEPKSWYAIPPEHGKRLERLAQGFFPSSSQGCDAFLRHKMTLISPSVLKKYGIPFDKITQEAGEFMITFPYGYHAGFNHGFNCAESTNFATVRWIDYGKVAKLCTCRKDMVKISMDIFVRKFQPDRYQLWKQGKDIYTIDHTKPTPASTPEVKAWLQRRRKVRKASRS
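System – N-terminal GST-fused human GASC-1 (KDM4C) fragment, residues 2-372 · Input – enzyme final amount 10 nM · Technique – LANCE TR-FRET, Eu antibody, ULight-streptavidin, EDTA, ex 340 nm, em 618/671 nm · Medium – HEPES buffer, pH 7.5, plus ascorbate · Incubation – enzyme reaction 30 min, then detection 60 min, both room temperature · Reagent – H3K9me3 peptide with Fe(II)/2OG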
C diff growth – C. difficile growth inhibitors, primary screen, HTS | growth activity, negative = inhibition, % at 16 µg/mL (by protocol) | Clostridium difficile clinical isolate growth, OD600, 24 h; hits give low values | 86,000 tested, 0.25% active | AID 1259249, 2017;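 active means mean growth activity at or below -80% and every replicate also at or below -80%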;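 further: 0% = DMSO wells and -100% = levofloxacin 16 µg/mL wells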
Tcruzi prolif – T. cruzi intracellular proliferation inhibitors, primary screen, cell-based, beta-gal Tulahuen parasites, NIH3T3 host, luminescence; T. cruzi beta-gal in NIH3T3, GalScreen luminescence, 90 h; inhibition, % at 8.34 µM; 77,000 tested, 5.9% active;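 active means mean inhibition above about 93%, with at least 55% of replicates each passing it, limit read from the data, passing the limit was not always enough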
Pf Dd2 inh – P. falciparum Dd2 growth inhibitors, primary screen, SYBR Green fluorescence, single dose replicates. activity change, % at 10 µM. 94,000 tested, 2.3% active. 72 h; hits give low values; in the data active means activity change below about -80%
The depositor's hits bear a star; . = no result given; & = joins results of further samples; ! = a repeat was not active.

Structure | KDM4C inh | C diff growth | Tcruzi prolif | Pf Dd2 inh
C[C@@H]1CN([C@H](C)CO)S(=O)(=O)c2ccc(-c3cccc(C#N)c3)cc2O[C@H]1CN(C)C(=O)c1ccc(F)cc1 | 1.7 | -4 | 78 | -48
COc1ccc(S(=O)(=O)N(C)C[C@@H]2Oc3ccc(NS(=O)(=O)c4cccs4)cc3C(=O)N([C@@H](C)CO)C[C@@H]2C)cc1 | -0.4 | 33 | -22 | -5
O=C(Nc1ccccc1F)N[C@H]1CC[C@H](CCNC(=O)C2CCC2)O[C@@H]1CO | -1.4 | 3 | . | 7
C[C@@H]1CN([C@H](C)CO)C(=O)Cc2cc(NC(=O)Nc3ccc4c(c3)OCO4)ccc2O[C@@H]1CN(C)Cc1ccc(Oc2ccccc2)cc1 | 0.9 | 5 | 78 | 1
O=C(c1ccc(F)cc1)N1CC(=O)N2[C@@H](CO)[C@H](c3ccc(-c4ccccc4)cc3)[C@@H]2C1 | -1.3 | 2 | . | -52
O=C(C[C@@H]1CC[C@H](NC(=O)CCN2CCCCC2)[C@@H](CO)O1)Nc1ccc(-c2ccccc2)cc1 | 0.3 | . | -118 | -13
CCCNC(=O)[C@@H]1[C@@H](CO)[C@@H]2Cn3c(ccc(-c4ccc(C(=O)N(C)C)cc4)c3=O)[C@@H]2N1CCC | 9.9 | 1 | 37 | 9
COc1ccc(S(=O)(=O)Nc2ccc3c(c2)C(=O)N([C@@H](C)CO)C[C@@H](C)[C@H](CN(C)S(=O)(=O)c2ccccc2)OCCCC[C@H](C)O3)cc1 | -0.4 | -4 | . | -34
COc1ccc(NC(=O)N[C@@H]2CC[C@@H](CC(=O)NC3CCC3)O[C@H]2CO)cc1 | 3.6 | . | -30 | 9
C[C@@H]1CN([C@H](C)CO)C(=O)c2ccccc2-c2ccccc2CO[C@H]1CN(C)C(=O)Nc1cccc(C(F)(F)F)c1 | -0.1 | -12 | 75 | -87*
N#C[C@H]1[C@@H](c2ccc(C#Cc3ccccc3F)cc2)[C@H](CO)N1C(=O)C1CCCC1 | -2.1 | 18 | . | -66
C[C@H]1CN([C@@H](C)CO)C(=O)c2cc(NS(=O)(=O)c3cn(C)cn3)ccc2O[C@@H]1CN(C)S(=O)(=O)c1ccc(F)cc1 | 0.9 | . | 92 | 13
COc1ccccc1S(=O)(=O)N1CC[C@H]2[C@@H](CO)N(C)c3ccc(C#Cc4ccccc4)cc3[C@H]21 | 0.9 | -2 | 87 | -73
N#C[C@@H]1[C@H](c2ccccc2C2=CCCCC2)[C@@H](CO)N1C(=O)CN1CCOCC1 | -0.8 | -2 | . | 13
OC[C@@H]1[C@H](c2ccc(-c3ccccc3)cc2)[C@@H]2CN(Cc3ccccn3)CCCCN12 | 0.2 | -10 | 89 | -11
CNC(=O)C[C@H]1CC[C@@H]2[C@H](COc3ccc(NC(=O)Nc4cc(C)cc(C)c4)cc3C(=O)N2C)O1 | 0.5 | 1 | 16 | 11
O=C(NC[C@H]1N[C@H](CO)[C@@H]1c1ccc(C2=CCCC2)cc1)C1CCCCC1 | -1.2 | 44 | . | -4
C[C@H](CO)N1C[C@H](C)[C@@H](CN(C)C)Oc2ccc(NC(=O)C3CCCCC3)cc2CC1=O | -1.1 | 0 | -4 | 31
COc1ccc2c3c(n(C)c2c1)[C@@H](CO)N(C)CC31CN(S(=O)(=O)c2cccc(F)c2)C1 | -1.7 | 1 | . | -38
C[C@@H]1CN([C@H](C)CO)C(=O)c2cccc(NC(=O)c3ccc(-c4nccs4)cc3)c2O[C@@H]1CN(C)S(=O)(=O)c1cccs1 | -4.4 | -1 | 44 | -10
CC=Cc1ccc2n(c1=O)C[C@H]1N[C@@H]2[C@@H](C(=O)NCCc2ccccc2)[C@@H]1CO (mixture of isomers) | -0.1 | 2 | -5 | .
C[C@H](CO)N1C[C@H](C)[C@@H](CN(C)Cc2ccc(C(F)(F)F)cc2)OCCCC[C@H](C)Oc2ccc(NC(=O)c3ccncc3)cc2C1=O | -0.6 | 6 | 80 | 18
C[C@@H]1CN([C@H](C)CO)C(=O)Cc2cc(NC(=O)Nc3ccc4c(c3)OCO4)ccc2O[C@@H]1CN(C)C | 12 | -2 | . | 15
C[C@H](CO)N1C[C@H](C)[C@H](CN(C)S(C)(=O)=O)Oc2ccc(NC(=O)Cn3cnnn3)cc2C1=O | 6.9 | 0 | 7 | 49
C[C@H]1CN([C@@H](C)CO)C(=O)c2cc(/C=C/c3ccccc3)cnc2O[C@H]1CN(C)C(=O)c1ccncc1 | 1.0 | 3 | 48 | -27
CN1C[C@@H]2[C@H](c3ccccc31)[C@H](CO)N2C(=O)Nc1cccc(F)c1 | 0.4 | 9 | 50 | -14
C[C@H](CO)N1C[C@H](C)[C@@H](CN(C)C(=O)C2CC2)Oc2cc(-c3ccc(C#N)cc3)ccc2S1(=O)=O | 0.7 | -3 | 57 | 2
C/C=C/c1cnc2c(c1)C(=O)N([C@H](C)CO)C[C@@H](C)[C@@H](CN(C)C(=O)Nc1ccc(OC)cc1)O2 | 4.7 | 0 | -13 | -5
COC(=O)[C@H]1[C@H](CO)[C@H]2Cn3c(ccc(-c4cccc(C(=O)N(C)C)c4)c3=O)[C@H]2N1CC1CC1 | 1.9 | 2 | 44 | .
C[C@@H]1CN([C@@H](C)CO)C(=O)Cc2cc(NC(=O)Nc3ccc4c(c3)OCO4)ccc2O[C@H]1CN(C)CC1CCCCC1 | -0.5 | 6 | 69 | 3

Arranged by molar mass (low to high): part of the list above.
Structure | KDM4C inh | C diff growth | Tcruzi prolif | Pf Dd2 inh
C[C@H](CO)N1C[C@H](C)[C@@H](CN(C)C)Oc2ccc(NC(=O)C3CCCCC3)cc2CC1=O | -1.1 | 0 | -4 | 31
C[C@@H]1CN([C@H](C)CO)C(=O)c2ccccc2-c2ccccc2CO[C@H]1CN(C)C(=O)Nc1cccc(C(F)(F)F)c1 | -0.1 | -12 | 75 | -87*
C[C@@H]1CN([C@@H](C)CO)C(=O)Cc2cc(NC(=O)Nc3ccc4c(c3)OCO4)ccc2O[C@H]1CN(C)CC1CCCCC1 | -0.5 | 6 | 69 | 3
C[C@H]1CN([C@@H](C)CO)C(=O)c2cc(NS(=O)(=O)c3cn(C)cn3)ccc2O[C@@H]1CN(C)S(=O)(=O)c1ccc(F)cc1 | 0.9 | . | 92 | 13

Later entries
Key to letters: A = KDM4C inh; B = C diff growth; C = Tcruzi prolif; D = Pf Dd2 inh
> N#C[C@@H]1[C@@H](c2ccc(-c3ccccc3)cc2)[C@@H](CO)N1C(=O)Cc1ccccc1
  A = -1.0 | B = 4 | C = 31 | D = 4

> CN(C)c1ccc2c(c1)[C@@H]1C[C@@H](CC(=O)NCCc3ccccc3)O[C@@H](CO)[C@@H]1O2
  A = 17 | B = -1 | C = 41 | D = -54

> C[C@@H]1CN([C@H](C)CO)C(=O)c2cc(N(C)C)ccc2O[C@@H](C)CCCCO[C@@H]1CN(C)C(=O)Nc1ccc(F)cc1
  A = 1.3 | B = 2 | C = 64 | D = 24

> C[C@@H]1CN([C@@H](C)CO)C(=O)c2cc(NC(=O)NC3CCCCC3)ccc2O[C@@H](C)CCCCO[C@H]1CN(C)Cc1ccccc1
  A = -1.1 | B = 0 | C = -14 | D = -62

> CNC[C@H]1OCCCC[C@@H](C)Oc2ccc(NC(=O)c3ccccc3)cc2C(=O)N([C@H](C)CO)C[C@@H]1C
  A = -1.1 | B = -1 | C = 61 | D = .

> COc1ccc(S(=O)(=O)N[C@H]2CC[C@H](CC(=O)NCc3ccccc3F)O[C@@H]2CO)cc1
  A = -1.6 | B = -1 | C = -11 | D = 34

> CCCC#Cc1ccc([C@@H]2[C@@H](C#N)N(C(=O)C3CCCCC3)[C@H]2CO)cc1
  A = -1.6 | B = 1 | C = 96* | D = -45

> C[C@H]1CN([C@@H](C)CO)C(=O)c2cc(NS(=O)(=O)c3ccccc3)ccc2O[C@H]1CN(C)Cc1ccc(Cl)c(Cl)c1
  A = -1.0 | B = 9 | C = . | D = -3

> CO[C@@H](CN(C)C(=O)Nc1ccc(Cl)cc1)[C@@H](C)CN(Cc1ccccc1Cl)[C@@H](C)CO
  A = -0.2 | B = . | C = 109* | D = -55

> CCC(=O)N(C)C[C@@H]1Oc2cc(Br)ccc2S(=O)(=O)N([C@@H](C)CO)C[C@@H]1C
  A = 7.5 | B = 0&-2 | C = . | D = 11&20

> C/C=C/c1ccc2c(c1)O[C@@H](CN(C)C(=O)Nc1ccc(C(F)(F)F)cc1)[C@H](C)CN([C@@H](C)CO)S2(=O)=O
  A = 0.4 | B = 12 | C = 108* | D = 5

> O=C(C[C@@H]1CC[C@H]2[C@@H](COC[C@@H](O)CN2C(=O)Nc2ccc(C(F)(F)F)cc2)O1)NCC1CCCCC1
  A = -3.2 | B = -100*! | C = . | D = 7

> Cc1ccc(S(=O)(=O)Nc2ccc3c(c2)CC(=O)N([C@@H](C)CO)C[C@H](C)[C@@H](CN(C)S(=O)(=O)c2ccc(C)cc2)O3)cc1
  A = -2.6 | B = 1 | C = 5 | D = -29

> CCN1[C@H](C(=O)NCCCN(C)C)[C@@H](CO)[C@@H]2Cn3c(ccc(C4=CCCC4)c3=O)[C@@H]21
  A = 2.3 | B = 5 | C = . | D = 25

> CO[C@H]1CN(C)C(=O)c2ccc(NC(=O)C3CCOCC3)cc2OC[C@@H](C)N(C)C[C@@H]1C
  A = 0.2 | B = 5 | C = -19 | D = -6

> C[C@H](NC(=O)C[C@H]1C=C[C@H](NS(=O)(=O)c2cccc(F)c2)[C@@H](CO)O1)c1ccccc1
  A = -0.7 | B = . | C = 34 | D = 0

> O=C(Cc1ccccc1)N1CC(=O)N2[C@H](C1)[C@@H](c1ccc(-c3ccccc3)cc1)[C@@H]2CO
  A = -0.2 | B = -4 | C = . | D = -27

> C[C@H](CO)N1C[C@H](C)[C@@H](CN(C)S(=O)(=O)c2cn(C)cn2)OCCCC[C@H](C)Oc2ccc(NC(=O)c3ccncc3)cc2C1=O
  A = -0.7 | B = 0 | C = 13 | D = 0

> O=C(C1CCOCC1)N1C[C@@H]2[C@H](c3ccccc31)[C@@H](CO)N2C(=O)Nc1cccc(F)c1
  A = -1.3 | B = 4 | C = 18 | D = 2

> C/C=C/c1ccc([C@H]2[C@H](CO)N[C@H]2CN(C(=O)C2CCC2)C(C)C)cc1
  A = 0.5 | B = -4 | C = 22 | D = 4

Entries of single compounds as entered above. Values in the order: KDM4C inh	C diff growth	Tcruzi prolif	Pf Dd2 inh
`Cc1ccc(S(=O)(=O)Nc2ccc3c(c2)CC(=O)N([C@@H](C)CO)C[C@H](C)[C@@H](CN(C)S(=O)(=O)c2ccc(C)cc2)O3)cc1` in the list: -2.6	1	5	-29
`C/C=C/c1ccc([C@H]2[C@H](CO)N[C@H]2CN(C(=O)C2CCC2)C(C)C)cc1` in the list: 0.5	-4	22	4

(continued)
Key to letters: A = KDM4C inh; B = C diff growth; C = Tcruzi prolif; D = Pf Dd2 inh
> C[C@@H]1CN([C@@H](C)CO)C(=O)c2cccc(NC(=O)Nc3ccc4c(c3)OCO4)c2O[C@@H]1CN(C)Cc1ccncc1
  A = -0.4 | B = 1 | C = 2 | D = 3

> CO[C@@H]1CN(C)C(=O)c2ccc(NC(=O)C3CC3)cc2OC[C@H](C)N(CC2CC2)C[C@H]1C
  A = -0.4 | B = . | C = . | D = 8

> O=C([C@@H]1[C@@H](CO)[C@@H]2Cn3c(cccc3=O)[C@H]1N2Cc1ccccc1)N1CCCCC1
  A = 0.7 | B = -2 | C = 1 | D = .

> C[C@@H](NC(=O)C[C@H]1CC[C@@H](NC(=O)CN2CCOCC2)[C@@H](CO)O1)c1ccccc1
  A = 0.4 | B = . | C = 1 | D = 14

> COC(=O)C[C@@H]1CC[C@@H]2[C@@H](COc3ccc(NC(=O)c4ccc(OC)cc4)cc3C(=O)N2C)O1
  A = -0.3 | B = -1 | C = 12 | D = -4

> O=C(C[C@@H]1C[C@@H]2c3cc(NC(=O)Nc4ccc(C(F)(F)F)cc4)ccc3O[C@@H]2[C@@H](CO)O1)NCc1ccc(Cl)cc1
  A = 2.1 | B = . | C = 112* | D = -45

> COc1ccc(NC(=O)Nc2ccc3c(c2)C(=O)N([C@@H](C)CO)C[C@@H](C)[C@H](CN(C)CC2CCCCC2)O3)cc1
  A = 3.1 | B = -1 | C = -12 | D = 3

> O=C(NCC(F)(F)F)[C@@H]1[C@@H](CO)[C@@H]2Cn3c(cccc3=O)[C@H]1N2CC1CCCC1
  A = 4.6 | B = -4 | C = . | D = 35

> COc1ccccc1NC(=O)N1CCCCN2[C@H](CO)[C@@H](c3ccc(-c4cccc(C)c4)cc3)[C@@H]2C1
  A = -0.5 | B = 40 | C = 95 | D = -71

> C[C@@H]1CN([C@H](C)CO)C(=O)Cc2cc(NS(=O)(=O)c3ccc(F)cc3)ccc2O[C@@H]1CN(C)Cc1ccc(C(=O)O)cc1
  A = 1.7 | B = 0 | C = -9 | D = -3

Screens from PubChem.
